# Assay outcomes: PubChem, Sanford-Burnham Center for Chemical Genomics
# EphA4 KYL inhibition – EphA4 ligand-binding antagonists – biochemical, colorimetric, mouse EphA4, primary screen (AID 689); EphA4-AP binding to KYL peptide, pNPP A405; higher % means a stronger effect; inhibition, % at 10 µM, or IC50 in µM where a hit was titrated; actives 0.1% (n = 62,000); in the data active means a potency from the dose series; inactive means the rest, 99 in 100 with inhibition below about 22%
# * hit, by the source's call.
SMILES,EphA4 KYL inhibition
O=C(NCCN1CCOCC1)c1ccc(Cl)cc1,8%
CCCc1cc(C(N)=S)ccn1,-13%
COC(=O)c1ccccc1NC(=O)/C=C/c1ccccc1,-11%

# Only part of the results is shown; count on the stated rates, not on these rows.
